hERG protect: hERG (human) protection from proarrhythmic block. Q12809. CHO-hERG, FluxOR thallium flux, dofetilide IC70 present. activation (rescue from dofetilide block), less the hit threshold, % at 10 µM. 0.51% of 310,000 active;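 active = activation above the mean of controls blocked by dofetilide plus 5 SD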;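 also: thallium influx through hERG after potassium depolarization seen as dye fluorescence rise; in these data hits start at about 4.7%; inactives centre near -7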
ANO1 activ: activators or potentiators of mouse TMEM16A chloride channel; HEK293 TMEM16A/YFP-H148Q/I152L, iodide quench fluorescence; stronger effect = lower value; B-score at 10 µM; 0.3% of 340,000 active;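 active = fluorescence-ratio B-score plate-corrected deviation score at least 3 library SD below zero, with starting fluorescence score within 5 deviations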;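 also: channel opened by trigger with iodide after compound preincubation; score built on the fluorescence ratio of max minus min over baseline; more negative score means more quench and so TMEM16A activation or potentiation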
ANO1 block: blocks the mouse calcium-activated chloride channel TMEM16A; Q8BHY3; HEK293 TMEM16A/YFP iodide influx fluorescence, ionomycin; normalized B-score (activity score, 25-100; higher = stronger inhibition) at 10 µM; 1.2% of 310,000 active; AID 588511;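 active = ratio plate-corrected score three or more library SD toward inhibition, starting fluorescence score within five deviations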;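 also: score derived from kinetic fluorescence span divided by baseline fluorescence per well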
KCNQ1 block: blocks the human KCNQ1 potassium channel. AID 2642. B-score at 10 µM. 1.3% of 310,000 active. CHO-K1 KCNQ1, FluxOR thallium flux fluorescence; stronger effect = higher value;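 active = compounds whose thallium flux B-score, printed positive for inhibition, exceeds three library SD while starting fluorescence stays within three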;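 also: channel opened by potassium depolarization with thallium stimulus after 20 min compound exposure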
MrgX1 PAM: human MrgX1 positive allosteric modulation, primary screen; 0.63% of 310,000 active; MrgX1-HEK293, Fluo-4 calcium flux, FDSS; stronger effect = higher value; Q96LB2; B-score at 10 µM;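 active = plate-corrected calcium response at least 3 library SD above typical, normal starting fluorescence, not activating the receptor alone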;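 also: compound read alongside a low EC10 to EC30 dose of BAM8-22 agonist; peak minus trough fluorescence over baseline measured at the second addition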
Target sequence (Q96LB2 whole entry, looked up): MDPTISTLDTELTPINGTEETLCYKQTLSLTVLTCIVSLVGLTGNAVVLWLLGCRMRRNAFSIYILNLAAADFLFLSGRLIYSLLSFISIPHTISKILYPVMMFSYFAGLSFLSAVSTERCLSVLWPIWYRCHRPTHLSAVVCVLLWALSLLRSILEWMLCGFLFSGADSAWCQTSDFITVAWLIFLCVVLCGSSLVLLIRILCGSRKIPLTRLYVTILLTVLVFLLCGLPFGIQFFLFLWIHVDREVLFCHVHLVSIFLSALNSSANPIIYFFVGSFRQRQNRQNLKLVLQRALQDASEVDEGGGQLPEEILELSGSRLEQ
KCNQ1 act: potentiates or activates the human KCNQ1 potassium channel | CHO-K1 KCNQ1, thallium flux FluxOR fluorescence; stronger effect = higher value | AID 2648 | B-score at 10 µM | 0.35% of 310,000 active;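 active = fluorescence ratio B-score, a plate-corrected score, at least three library SD, with initial intensity B-score within 5 SD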
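Doses: Single concentration per compound, DMSO matched to controls | Test system: KCNQ1-transfected CHO-K1 cells | Timing: 90 min dye loading and 20 min compound exposure, both at room temperature | Measured by: Kinetic FluxOR thallium fluorescence, 10-s 1-Hz baseline, 110-s post-stimulus read | Medium: Assay buffer with matched DMSO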
RGS4 block: human RGS4 inhibition | HEK293 M3R/RGS4 inducible, Fluo-4 calcium flux; stronger effect = higher value; triggered by carbachol at its EC20 | B-score at 10 µM | 0.45% of 310,000 active | AID 463165;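 active = B-score, a plate-corrected calcium signal, over three deviations above library mean, with baseline fluorescence within five deviations of library mean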;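 also: RGS4 expression induced by doxycycline in cells with stable M3 receptor; B-score is computed from the integrated fluorescence ratio over baseline after carbachol; higher B-score means a larger calcium signal and so more RGS4 inhibition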
RGS4 pot: potentiators or activators of RGS4; HEK293 M3R/inducible RGS4, carbachol calcium flux Fluo4; stronger effect = lower value; AID 463111; B-score at 10 µM; 0.92% of 310,000 active;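 active = B-score of the integrated calcium signal more than 4 SD below the library mean, with starting fluorescence not abnormally high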;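 also: negative B-score means reduced calcium response which marks RGS4 activation or potentiation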
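test system = HEK293 cells with stable M3R and inducible RGS4 | schedule = recording 10 s baseline at 1 Hz, 100 s post-agonist | technique = Fluo4-AM (2 µM) calcium-flux fluorescence, kinetic read | measure = Agonist-evoked peak-minus-minimum fluorescence over baseline, integrated ratio, B score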
KCNK3 inh: human KCNK3 channel inhibition, primary screen | 0.84% of 340,000 active | AID 602410 | B-score at 10 µM | CHO-KCNK3 thallium flux, FluxOR fluorescence; stronger effect = lower value | O14649;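 active = B-score under library mean minus 4 SD, starting fluorescence ratio at most library mean plus 5 SD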;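 also: more negative B-score means stronger inhibition of thallium flux through KCNK3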
Target sequence (O14649 whole entry, looked up): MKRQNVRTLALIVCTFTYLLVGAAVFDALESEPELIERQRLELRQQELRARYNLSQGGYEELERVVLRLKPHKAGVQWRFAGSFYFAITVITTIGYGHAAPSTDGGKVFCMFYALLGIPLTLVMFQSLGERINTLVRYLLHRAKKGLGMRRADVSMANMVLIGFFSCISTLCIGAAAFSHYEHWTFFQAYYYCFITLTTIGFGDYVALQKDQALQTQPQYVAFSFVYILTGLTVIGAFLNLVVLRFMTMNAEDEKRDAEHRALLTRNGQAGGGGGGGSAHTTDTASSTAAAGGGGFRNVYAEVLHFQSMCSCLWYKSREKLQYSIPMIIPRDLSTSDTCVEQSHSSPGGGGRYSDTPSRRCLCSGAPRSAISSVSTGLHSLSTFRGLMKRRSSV
MrgX1 agonist: human MrgX1 receptor agonism, primary screen. MrgX1-HEK293 cells, Fluo-4 calcium fluorescence, agonist mode; stronger effect = higher value. B-score at 10 µM. Q96LB2. 0.44% of 310,000 active;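 active = calcium response B-score plate-corrected fluorescence ratio at least 3 library SD, with starting fluorescence B-score inside 5 SD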
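Material: MrgX1-expressing HEK293 cells; input: 15,000 cells per well; doses: test compound given as first of three sequential additions; schedule: overnight plating before 1 h dye loading; technique: Fluo-4 NW calcium-flux fluorescence, kinetic read; evaluation: baseline-normalised fluorescence change ratio, B-scored; control set: plate-wise positive and negative controls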
KCNK9 block: inhibitors of human KCNK9 two-pore domain potassium channel. B-score at 10 µM. HEK293 KCNK9, FluxOR thallium flux fluorescence; stronger effect = lower value. AID 488922. 1.2% of 310,000 active;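 active = ratio B-score over 3 SD below the library mean, with starting fluorescence within 5 SD of its mean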;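 also: negative B-score means less thallium flux so channel inhibition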
Target sequence (Q9NPC2 whole entry, looked up, the tested form may be a part): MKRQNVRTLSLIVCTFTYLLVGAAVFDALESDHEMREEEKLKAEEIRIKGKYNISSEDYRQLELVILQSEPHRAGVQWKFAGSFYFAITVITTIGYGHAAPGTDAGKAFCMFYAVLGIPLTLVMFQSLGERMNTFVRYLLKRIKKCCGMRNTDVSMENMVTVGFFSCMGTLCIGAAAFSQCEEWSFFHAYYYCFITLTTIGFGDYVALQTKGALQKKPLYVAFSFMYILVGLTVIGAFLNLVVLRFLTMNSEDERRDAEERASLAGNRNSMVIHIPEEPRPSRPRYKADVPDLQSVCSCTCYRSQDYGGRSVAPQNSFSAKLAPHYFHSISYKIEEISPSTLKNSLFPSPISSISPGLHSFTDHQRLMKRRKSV
The depositor's hits bear a star; i = inactive; . = no result given. An unsorted share of the library; overall some 6.3% were active at least once.

Start of the listing, in advance, 2 compounds:
SMILES	hERG protect	ANO1 activ	ANO1 block	KCNQ1 block	MrgX1 PAM	KCNQ1 act	RGS4 block	RGS4 pot	KCNK3 inh	MrgX1 agonist	KCNK9 block
CN(C(=O)CSc1nnc(-c2ccncc2)n1Cc1ccccc1)C1CCS(=O)(=O)C1 (stereo not drawn)	-9	i	i	i	i	i	i	i	i	i	i
COCC(=O)Nc1nc(-c2ccc([N+](=O)[O-])cc2)cs1	-13	i	i	i	i	i	i	i	i	i	i

Main list, previewed entries included:
SMILES	hERG protect	ANO1 activ	ANO1 block	KCNQ1 block	MrgX1 PAM	KCNQ1 act	RGS4 block	RGS4 pot	KCNK3 inh	MrgX1 agonist	KCNK9 block
CN(C(=O)CSc1nnc(-c2ccncc2)n1Cc1ccccc1)C1CCS(=O)(=O)C1 (stereo not drawn)	-9	i	i	i	i	i	i	i	i	i	i
COCC(=O)Nc1nc(-c2ccc([N+](=O)[O-])cc2)cs1	-13	i	i	i	i	i	i	i	i	i	i
Nc1c(C(=O)NCc2ccco2)c2nc3ccccc3nc2n1CCc1ccc(F)cc1	-18	i	i	i	i	i	i	i	i	i	i
COc1ccccc1CNS(=O)(=O)c1ccc2c(c1)CC(C)N2C(=O)C1CC1 (stereo not drawn)	-7	i	i	i	i	i	i	i	i	i	i
CCOC(=O)N1CCN(CC(O)COc2ccc(-c3ccccc3)cc2)CC1 (stereo not drawn)	-12	i	i	i	i	i	i	i	i	i	i
COc1cc(S(=O)(=O)N2CCN(C(=O)c3ccccc3)CC2)c(OC)cc1Br	-15	i	i	i	i	i	i	i	i	i	i
COc1ccc(Cc2nc3ccc(C(=O)NCc4cc(C)no4)cc3o2)cc1OC	-6	i	i	i	i	i	i	i	i	i	i
Cc1ccc(C(=O)Nc2nnc(S(=O)(=O)N3CCOCC3)s2)cc1	-2	i	i	i	i	i	i	i	i	i	i
FC(F)(F)c1cccc(-c2cc3ccccc3nc2N2CCCC2)c1	-6	i	i	i	i	i	i	i	-9.4*	i	i
O=C(NCCc1ccc(F)cc1)C(=O)Nc1cc2c3c(c1)CC(=O)N3CCC2	-5	i	i	i	i	i	i	i	i	i	i
Cc1nc2nc(C)c(CCC(=O)NCc3ccc4c(c3)OCO4)c(C)n2n1	-6	i	i	i	i	i	i	i	i	i	i
COc1ccc([N+](=O)[O-])cc1NS(=O)(=O)c1ccccc1	-11	i	i	i	i	i	i	i	i	i	i
COc1cc2c(cc1OC)CN(Cc1cc(=O)oc3cc(C)c(C)cc13)CC2	-4	i	i	i	i	i	i	i	i	i	i
Cc1cc(NC(=O)CCS(=O)(=O)c2ccc3c(c2)NC(=O)C(C)S3)ccc1Br (stereo not drawn)	-6	i	i	i	i	i	i	i	i	i	i
O=C(COc1ncnc2ccccc12)N1CCOCC1	-2	i	i	i	i	i	i	i	i	i	i
Cc1ccc(C)c(S(=O)(=O)N2CCN(C(=O)Cn3c(=O)cnc4ccccc43)CC2)c1	-10	i	i	i	i	i	i	i	i	i	i
O=C(CSc1nnc2ccc(-c3ccco3)nn12)Nc1ccccc1F	-5	i	.	i	.	i	i	i	i	.	i
CCN1C(=O)[C@H]2[C@@H](c3ccc(-c4ccc(F)cc4)cc3)N3CCCC[C@@]3(C(=O)OC)[C@H]2C1=O	-11	i	i	i	i	i	i	i	i	i	i
CCC(Oc1ccccc1)C(=O)NCc1ccc(S(N)(=O)=O)cc1 (stereo not drawn)	-2	i	i	i	i	i	i	i	i	i	i
Cc1ccc(N2CC(C(=O)OCC(=O)Nc3cc(C)on3)CC2=O)c(C)c1 (stereo not drawn)	-11	i	i	i	i	i	i	i	i	i	i
COc1ccc(C2CC(=O)c3cnc(Nc4cc(C)cc(C)c4)nc3C2)cc1 (stereo not drawn)	-18	i	i	i	i	i	i	i	i	i	i
O=C1c2ccccc2C(=O)N1c1ncc(Cc2ccc(Cl)cc2)s1	.	i	i	.	i	.	.	.	i	i	.
CCc1ccc(NC(=O)CN2CCCN(S(=O)(=O)c3ccc(F)cc3)CC2)cc1	-9	i	i	i	i	i	i	i	i	i	i
COCCNC(=O)C1CCC(CNS(=O)(=O)c2cccc3nsnc23)CC1 (stereo not drawn)	-5	i	i	i	i	i	i	i	i	i	i
COC(=O)C1=CN(c2cccc(C(F)(F)F)c2)C=C(C(=O)OC)C1c1ccc(O)c(OC)c1	-2	i	i	i	i	i	i	i	i	i	i
Cc1ccc(CNC(=O)c2ccc(N3CCC4(CC3)CC(c3ccccc3)=NO4)c(NC(=O)c3cccc(C)c3)c2)cc1	-5	i	i	i	i	i	i	i	i	i	i
COc1ccc(CNC(=O)c2cc3c(=O)n4cccc(C)c4nc3n(CC3CCCO3)c2=N)cc1 (stereo not drawn)	-16	i	i	i	i	i	i	i	i	i	i
Cc1ccc(S(=O)(=O)N2CC=C(C(=O)NC3CC3)CC2)cc1	-15	i	i	i	i	i	i	i	i	i	i
COc1ccc(NC(=O)CNC(=O)Cn2cnc3sc4c(c3c2=O)CCCC4)cc1OC	-5	i	i	i	i	i	i	i	i	i	i
Cc1ccc(NC(=O)C2CCCN(S(=O)(=O)c3c(C)noc3C)C2)c(C)c1 (stereo not drawn)	-3	i	i	i	i	i	i	i	i	i	i
Cc1ccc2cc(CCNC(=O)C3CCCC3)c(=O)[nH]c2c1	-6	i	i	i	i	i	i	i	i	i	i
Cc1ccc2[nH]cc(C(=O)NCc3cccs3)c(=O)c2c1	-5	i	i	i	i	i	i	i	i	i	i
O=C(COc1ccc(C(=S)N2CCCC2)cc1)Nc1ccc(F)cc1	-9	i	i	i	i	i	i	i	i	i	i
O=C(Nc1ccc(N2CCOCC2)nc1)c1cccs1	-11	i	i	i	i	i	i	i	i	i	i
O=C1CCC(C(=O)NC2(C(=O)NC3CCCCC3)CCCCC2)N1 (stereo not drawn)	-1	i	i	i	i	i	i	i	i	i	i
CCN(CC)CCN(C)C(=O)CCc1nnc(-c2ccc(C)s2)o1	-7	i	i	i	i	i	i	i	i	i	i
CCN(CC)S(=O)(=O)N1CCC(C(=O)NCc2ccc(C)cc2)CC1	-10	i	i	i	i	i	i	i	i	i	i
CSC(=NNC(=O)c1ccccc1O)SC	-3	i	i	i	i	i	i	i	i	i	i
CC(=O)Nc1cccc(NC(=O)c2ccccc2OCc2c(C)noc2C)c1	-10	i	i	i	i	i	i	i	i	i	i
CC(Cc1ccccc1)NC(=O)CCCN1C(=O)c2ccccc2C1=O (stereo not drawn)	-8	i	i	i	i	i	i	i	i	i	i
Cc1c(Cc2ccccc2)c(=O)oc2c(C)c(OCC(=O)NCC3CCC(C(=O)O)CC3)ccc12 (stereo not drawn)	-8	i	i	i	i	i	i	i	i	i	i
COc1ccc(C(Nc2cccc([N+](=O)[O-])c2)P(=O)(OC(C)C)OC(C)C)cc1 (stereo not drawn)	-10	i	i	i	i	i	i	i	i	i	i
CCc1ccccc1NC(=S)N(CCN1CCOCC1)C1CCN(C(C)=O)CC1	-16	i	i	i	i	i	i	i	i	i	i
COc1ccc(Cc2nnc(NC(=O)c3c(-c4ccccc4)noc3C)s2)cc1OC	-7	i	i	i	i	i	i	i	i	i	i
CCCCN(C(=O)CSc1nnc(Nc2ccccc2)s1)c1c(N)n(CCC)c(=O)[nH]c1=O	1	i	i	i	i	i	i	i	i	i	i
COc1ccc(C(=O)n2cnnc2N)cc1	-6	i	i	i	i	i	i	i	i	i	i
CC(C)(C)C(=O)COC(=O)CNC(=O)c1ccc(Oc2ccccc2)cc1	-9	i	i	i	i	i	i	i	i	i	i
COc1ccc(NC(=O)CSc2nnnn2C2CC3C=CC2C3)cc1 (stereo not drawn)	-15	i	i	i	i	i	i	i	i	i	i
COc1ccccc1C(=O)NCCCNc1ccc([N+](=O)[O-])cc1	-4	i	i	i	i	i	i	i	i	i	i
COc1ccccc1N(CC(=O)NCCSC(C)(C)C)S(C)(=O)=O	0	i	i	i	i	i	i	i	i	i	i
O=C(CSc1cn[nH]n1)Nc1ccc(Cl)cc1Cl	-5	i	i	i	i	i	i	i	i	i	i
O=C(NCc1ccco1)/C(=C/C=C\c1ccccc1)NC(=O)c1ccc(Br)o1	-13	i	i	i	i	i	i	i	i	i	i
COc1ccc(NC(=O)C2CC(=O)OC2(C)C)cc1 (stereo not drawn)	-8	i	i	i	i	i	i	i	i	i	i
CCN(CC(=O)Nc1ccc(OC)cc1)CC(=O)Nc1cccc(C#N)c1	-9	i	i	i	i	i	i	i	i	i	i
COc1ccc(NC(=O)CSc2nnc(NC(=O)C3CC3)s2)cc1OC	-10	i	i	i	i	i	i	i	i	i	i
CCOC(=O)c1sc(=NC(=O)c2ccc(Cl)s2)n(C)c1C	-13	i	i	i	i	i	i	i	i	i	i
CSc1cccc(NC(=O)CN(C)S(=O)(=O)c2ccccc2)c1	-8	i	i	i	i	i	i	i	i	i	i
CC1=C(C)CC(C(=O)NCc2ccccc2F)C(C(=O)O)C1 (stereo not drawn)	-9	i	i	i	i	i	i	i	i	i	i
O=C(COC(=O)C1CCCO1)Nc1cccc(C(F)(F)F)c1 (stereo not drawn)	-5	i	i	i	i	i	i	i	i	i	i
CC(C)C1O/C(=N/C(=O)Nc2ccc(Cl)c(Cl)c2)NC1=O (stereo not drawn)	-16	i	100*	i	i	i	i	i	i	i	i

(more compounds)
SMILES	hERG protect	ANO1 activ	ANO1 block	KCNQ1 block	MrgX1 PAM	KCNQ1 act	RGS4 block	RGS4 pot	KCNK3 inh	MrgX1 agonist	KCNK9 block
CC(C)Oc1ccccc1/C=N/n1nnnc1N	-7	i	i	i	i	i	i	i	i	i	i
CC(C)(C)NC(=O)CN(C(=O)C1(C)CC(=O)N=C2C=CC=CN21)C1CCCC1 (stereo not drawn)	-7	i	i	i	i	i	i	i	i	i	i
O=C(CN1C(=O)C2C3C=CC(C3)C2C1=O)NCc1ccccc1 (stereo not drawn)	-11	i	i	i	i	i	i	i	i	i	i
CCOC(=O)N1CCN(S(=O)(=O)c2ccc3c4c(cccc24)C(=O)N3)CC1	-9	i	i	i	i	i	i	i	i	i	i
